Screening data deposited in PubChem by Broad Institute.
miR122 inh: miR-122 Renilla sensor signal increase in Huh7, primary screen, miR-122 inhibitor project, cell-based, single point, plate reader; Huh7 miR-122 Renilla luciferase sensor, 48 h; neutral wells = 0, positive control = 100; activation (reporter increase), % at 12.5 µM; 340,000 tested, 0.3% active; AID 602342, 2012;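 active = mean replicate activation score at least 90 and every replicate individually at or above 90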;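 note: higher luciferase means less miR-122 activity so hits act as miR-122 inhibitors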
Statin myotox sup: suppressors of statin myotoxicity in C2C12 myotubes, primary screen, cell-based, single point, plate reader. C2C12 myotubes + simvastatin, ATP luminescence, 48 h; scaled: DMSO 0, geranylgeraniol control 100. rescue of ATP level, % at 7.49 µM. 330,000 tested, 0.78% active. AID 602340, 2012;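 active = mean ATP rescue above about 67%, or every replicate alone reaching that limit, limit read from the data, passing the limit was not always enough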;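 note: myotubes were challenged with 10 µM simvastatin during compound exposure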
ARNT TACC3 PPI: disruptors of ARNT/TACC3 protein interaction, primary screen, biochemical, AlphaScreen, single concentration | Transforming acidic coiled-coil-containing protein 3 (Homo sapiens), Q9Y6A5 | AlphaScreen His-ARNT PAS-B/GST-TACC3 binding, luminescence; TACC3 fragment carries E629A point mutation | inhibition, % at 9.99 µM | 390,000 tested, 0.66% active;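 active = mean inhibition of replicates at least 50% and at least half of replicates each reaching 50%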;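 note: 0% = complete ARNT plus TACC3 wells and 100% = ARNT alone without TACC3; many hits fall short of the cut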
esBAF inh: Bmi1 luciferase reporter increase in mESCs, primary screen, esBAF inhibitor project, mouse ES cells, Bmi1 luciferase knock-in, single point; reporter increase, % at 12.5 µM; 350,000 tested, 2% active; 24 h; 100% = twice the neutral-well signal; in the data active = activation above about 40%;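 note: 0% = median of the plate's neutral control wells and 100% = double that signal; a rise in the Bmi1 reporter signal indicates esBAF inhibition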
ERp5 inh: inhibitors of ERp5-driven insulin aggregation, primary screen, biochemical, turbidity, absorbance 650 nm, single point; AID 651711, 2012; 350,000 tested, 0.05% active; Protein disulfide-isomerase A6 (Homo sapiens), Q15084; inhibition, % at 9.99 µM; 90 min;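 active = mean replicate inhibition above about 25%, with every replicate also reaching it, limit read from the data, passing the limit was not always enough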
Target sequence (Q15084 whole entry, looked up): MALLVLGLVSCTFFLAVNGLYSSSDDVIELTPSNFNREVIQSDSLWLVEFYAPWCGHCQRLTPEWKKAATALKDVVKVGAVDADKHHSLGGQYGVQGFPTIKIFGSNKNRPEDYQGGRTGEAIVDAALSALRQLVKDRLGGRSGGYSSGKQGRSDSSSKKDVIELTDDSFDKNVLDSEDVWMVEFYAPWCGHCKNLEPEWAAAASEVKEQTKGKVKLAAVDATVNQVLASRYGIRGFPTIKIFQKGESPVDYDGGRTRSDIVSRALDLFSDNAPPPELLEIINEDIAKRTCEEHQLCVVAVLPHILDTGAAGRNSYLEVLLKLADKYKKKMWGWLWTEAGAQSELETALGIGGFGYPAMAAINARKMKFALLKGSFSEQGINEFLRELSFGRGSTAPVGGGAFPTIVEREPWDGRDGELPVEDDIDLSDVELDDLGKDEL
Cneo AK release: Cryptococcus neoformans cell lysis inducers, primary screen, AK release luminescence, single concentration. C. neoformans lysis, adenylate kinase release luminescence, 4 h; normalised: neutral wells 0, clomiphene wells 100. lysis activity, % at 15 µM. 360,000 tested, 0.2% active;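 active = mean lysis activity across replicates of at least 80%, whatever share of replicates individually reach that level; inactive = mean lysis activity below 80%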
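Signal: Adenylate kinase release luminescence | Assay system: Log-phase Cryptococcus neoformans yeast cells | Input: Cells at 5 × 10^6 per mL | Buffer or medium: Fresh YPD growth medium | Compound: Single dose | Schedule: Static 4 h at 37 °C with compound, 1 h detection | Controls: Clomiphene | Read-out: Luminescence rise reflecting yeast cell lysis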
SIRT5 inh: SIRT5 desuccinylase inhibitors, primary screen, biochemical, fluorescence imaging, single point, set 5 | 330,000 tested, 1.1% active | Purified SirT5, succinyl-peptide AMC, trypsin-coupled fluorescence | NAD-dependent protein deacylase sirtuin-5, mitochondrial (Homo sapiens), Q9NXA8 | inhibition, % at 15 µM; in the data active = inhibition above about 15%
Target sequence (Q9NXA8 whole entry, looked up): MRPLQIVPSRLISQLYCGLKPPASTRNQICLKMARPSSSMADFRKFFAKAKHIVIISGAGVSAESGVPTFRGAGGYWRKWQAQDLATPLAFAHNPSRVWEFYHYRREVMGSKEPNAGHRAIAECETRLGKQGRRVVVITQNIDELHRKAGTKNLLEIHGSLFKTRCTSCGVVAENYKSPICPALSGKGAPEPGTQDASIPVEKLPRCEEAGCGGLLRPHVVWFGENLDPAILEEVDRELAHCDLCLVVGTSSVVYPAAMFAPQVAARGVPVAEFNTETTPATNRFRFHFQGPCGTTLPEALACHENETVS
* marks the source's active call; other numbers are inactive results; [ ] = remark or other dose.

Results for COCc1c(C(=O)Nc2nnc(C3CC3)s2)oc2ccccc12 ?
miR122 inh: 2; Statin myotox sup: -4; esBAF inh: 22; ERp5 inh: 3; Cneo AK release: 16; SIRT5 inh: 4

Results for CC(=O)Nc1cccc(NC(=O)C2CCN(C(=O)c3ccco3)CC2)c1 ?
miR122 inh: 2; Statin myotox sup: -4; ARNT TACC3 PPI: 0; esBAF inh: -9; ERp5 inh: 0; Cneo AK release: 6; SIRT5 inh: -1

Results for CCCCCn1c(CN2CCN(Cc3ccccc3)CC2)nc2c1c(=O)n(C)c(=O)n2C ?
miR122 inh: 10; Statin myotox sup: 2; ARNT TACC3 PPI: -23; esBAF inh: -4; Cneo AK release: 5

Results for O=C(N[C@H]1CC[C@@H](CCNC(=O)C2CC2)O[C@@H]1CO)c1ccncc1 ?
Statin myotox sup: 5; ARNT TACC3 PPI: -16; esBAF inh: 2; ERp5 inh: 5; Cneo AK release: -2; SIRT5 inh: -3

How did C/C(Cn1nnc2ccccc21)=N/OC(=O)c1c(F)cccc1F do in these assays?
miR122 inh: 1; Statin myotox sup: -1; ARNT TACC3 PPI: 5; esBAF inh: 3; ERp5 inh: 5; Cneo AK release: 0; SIRT5 inh: 14

Results for S=C(Nc1ccccc1)N1CCOCC1 ?
ARNT TACC3 PPI: -5; ERp5 inh: -3; SIRT5 inh: -4

What do the screens show for `O=C(NCCc1ccccc1)C1CCN(S(=O)(=O)c2ccccc2)CC1`?
miR122 inh: -6; Statin myotox sup: -1; ARNT TACC3 PPI: -8; esBAF inh: 11; Cneo AK release: 2

Results for O=C(NNS(=O)(=O)c1ccccc1[N+](=O)[O-])c1ccncc1 ?
miR122 inh: -7; Statin myotox sup: -1; ARNT TACC3 PPI: -14; esBAF inh: 1; ERp5 inh: 2; SIRT5 inh: -6

How did COc1ccccc1-c1cn(CC[C@H]2CC[C@H](NC(=O)Cc3ccccn3)[C@@H](CO)O2)nn1 do in these assays?
Statin myotox sup: 4; ARNT TACC3 PPI: 4; esBAF inh: 3; ERp5 inh: 9; Cneo AK release: -4; SIRT5 inh: 3

Results for COCCNC(=O)C[C@@H]1CC[C@H](NS(=O)(=O)c2ccc(C)cc2)[C@@H](CO)O1 ?
Statin myotox sup: -1; ARNT TACC3 PPI: -13; esBAF inh: -7; ERp5 inh: 1; Cneo AK release: 0; SIRT5 inh: -3

Structures from the list above containing a furan ring, fused or not (2):
Results for COCc1c(C(=O)Nc2nnc(C3CC3)s2)oc2ccccc12 ?
miR122 inh: 2; Statin myotox sup: -4; esBAF inh: 22; ERp5 inh: 3; Cneo AK release: 16; SIRT5 inh: 4

Results for CC(=O)Nc1cccc(NC(=O)C2CCN(C(=O)c3ccco3)CC2)c1 ?
miR122 inh: 2; Statin myotox sup: -4; ARNT TACC3 PPI: 0; esBAF inh: -9; ERp5 inh: 0; Cneo AK release: 6; SIRT5 inh: -1

Next part.
What do the screens show for `COc1cccc(S(=O)(=O)N(C)C[C@H]2Oc3cc(C4=CCCC4)ccc3S(=O)(=O)N([C@@H](C)CO)C[C@H]2C)c1`?
miR122 inh: 30[16.7 µM]; Statin myotox sup: -95; ARNT TACC3 PPI: 11; esBAF inh: -3; ERp5 inh: 0; Cneo AK release: 1; SIRT5 inh: 21*

Results for S=C(NCCc1ccccc1)Nc1ncccn1 ?
miR122 inh: -5; Statin myotox sup: 8; ARNT TACC3 PPI: -1; esBAF inh: 30; ERp5 inh: 7; Cneo AK release: -1; SIRT5 inh: -7

Results for CCn1c(SCC(=O)Nc2ccc(OC)cc2)nc2nc3c(cc2c1=O)COC(C)(C)C3 ?
miR122 inh: -4; ERp5 inh: 1; Cneo AK release: 2

How did COc1ccc(Cl)cc1C(=O)NC(=S)Nc1nc(C)cc(C)n1 do in these assays?
miR122 inh: -14; Statin myotox sup: 9; ARNT TACC3 PPI: 1; esBAF inh: 1; ERp5 inh: 3; Cneo AK release: 6; SIRT5 inh: -3

What do the screens show for `CO[C@@H]1CN(C)C(=O)c2cc(NS(=O)(=O)c3ccccc3)ccc2OC[C@@H](C)N(Cc2ccccn2)C[C@H]1C`?
miR122 inh: -2[16.7 µM]; Statin myotox sup: -2; ARNT TACC3 PPI: 4; esBAF inh: 2; ERp5 inh: 0; Cneo AK release: -4; SIRT5 inh: 3

What do the screens show for `CCOC(=O)N1CCN(c2c(NCc3ccc(F)cc3)c(=O)c2=O)CC1`?
ARNT TACC3 PPI: -1; ERp5 inh: 1; SIRT5 inh: -1

How did C/C=C/c1cnc2c(c1)C(=O)N([C@@H](C)CO)C[C@H](C)[C@@H](CN(C)S(=O)(=O)c1ccccc1)O2 do in these assays?
miR122 inh: 4[16.7 µM]; Statin myotox sup: -5; ARNT TACC3 PPI: -6; esBAF inh: -4; ERp5 inh: 2; Cneo AK release: -2; SIRT5 inh: -2

Results for CCC1Oc2ccccc2N(CC(=O)NCCCN2CCN(CC)CC2)C1=O (stereo not drawn) ?
miR122 inh: -3; Statin myotox sup: 1; ARNT TACC3 PPI: 2; esBAF inh: -3; ERp5 inh: -6; Cneo AK release: 1; SIRT5 inh: -3

Results for CC(C)NC(=O)c1cnc(Sc2ncc(C(F)(F)F)cc2Cl)n1C ?
miR122 inh: -4; Statin myotox sup: 6; ARNT TACC3 PPI: 5; esBAF inh: -2; Cneo AK release: 0

Results for Cc1ccc(S(=O)(=O)N2CCCCC2CCNC(=O)C(=O)NC2CC2)cc1 (stereo not drawn) ?
miR122 inh: -1; Statin myotox sup: -8; ARNT TACC3 PPI: -15; esBAF inh: 5; ERp5 inh: 1; Cneo AK release: -3; SIRT5 inh: -4

What do the screens show for `Cc1cc(C)cc(OCc2nnc(SCC(=O)c3ccccc3)o2)c1`?
miR122 inh: -4; Statin myotox sup: 3; ARNT TACC3 PPI: -2; esBAF inh: 1; Cneo AK release: 1

Results for Cc1ccc([C@@H]2CC=C(C(=O)O)[C@H](c3ccc(Br)cc3)N2S(=O)(=O)c2ccccc2C)cc1 ?
miR122 inh: 4; Statin myotox sup: 3; ARNT TACC3 PPI: 0; esBAF inh: 2; ERp5 inh: 2; Cneo AK release: 4; SIRT5 inh: 5

What do the screens show for `CCCC#Cc1ccc([C@@H]2[C@H]3CN(S(=O)(=O)c4ccccc4C)CCCCN3[C@H]2CO)cc1`?
miR122 inh: -5[16.7 µM]; ARNT TACC3 PPI: -2; ERp5 inh: -1; Cneo AK release: 53; SIRT5 inh: 4

What do the screens show for `COC(=O)C[C@@H]1C[C@H]2c3cc(NC(=O)NC4CCCCC4)ccc3O[C@H]2[C@@H](CO)O1`?
miR122 inh: 5[16.7 µM]; Statin myotox sup: -2; ARNT TACC3 PPI: -2; esBAF inh: 2; ERp5 inh: 5; Cneo AK release: 58; SIRT5 inh: 0

How did Cc1cc(C)c[n+](C2=C([O-])c3ccccc3C(=O)/C2=N\S(=O)(=O)c2cccs2)c1 do in these assays?
ARNT TACC3 PPI: 2; ERp5 inh: 0; SIRT5 inh: -2

What do the screens show for `O=C(C[C@@H]1CC[C@H]2[C@@H](COC[C@@H](O)CN2Cc2cc(F)cc(F)c2)O1)NC1CCC1`?
miR122 inh: 0[16.7 µM]; Statin myotox sup: 7; ARNT TACC3 PPI: 6; esBAF inh: -3; ERp5 inh: -3; Cneo AK release: 0; SIRT5 inh: -2

Results for O=C(Nc1ccc(Oc2ccccc2)nc1)[C@H]1O[C@@H](n2ccc(=O)[nH]c2=O)[C@H](O)[C@@H]1O ?
miR122 inh: -5; Statin myotox sup: 0; esBAF inh: -6; ERp5 inh: 4; Cneo AK release: 1; SIRT5 inh: 0

Results for C[C@@H]1CCCCO[C@H](CN(C)Cc2ccc3c(c2)OCO3)[C@H](C)CN([C@H](C)CO)C(=O)c2cc(NC(=O)Nc3ccccc3)ccc2O1 ?
miR122 inh: 2[16.7 µM]; ARNT TACC3 PPI: 21; esBAF inh: 0; ERp5 inh: -4; Cneo AK release: 0; SIRT5 inh: 2

Results for CCCc1cn(CC[C@H]2CC[C@@H](NC(=O)Nc3ccc4c(c3)OCO4)[C@@H](CO)O2)nn1 ?
Statin myotox sup: 4; ARNT TACC3 PPI: -4; esBAF inh: -7; ERp5 inh: -1; Cneo AK release: -3; SIRT5 inh: 3

Results for O=C(COC(=O)c1cncc(Br)c1)Nc1nnc(-c2ccccc2)o1 ?
miR122 inh: 24; Statin myotox sup: 5; ARNT TACC3 PPI: -3; esBAF inh: 3; ERp5 inh: 6; Cneo AK release: 0; SIRT5 inh: 1

What do the screens show for `CCn1c(SCC(=O)Nc2ccc(C(=O)OC)cc2)nnc1-c1cccs1`?
miR122 inh: -4; Statin myotox sup: -1; ARNT TACC3 PPI: -1; esBAF inh: -4; Cneo AK release: 4

Results for COC(=O)c1c(-c2ccccc2)csc1NC(=O)CSc1ncnc2sc(C)c(C)c12 ?
miR122 inh: -1; Statin myotox sup: 18; ARNT TACC3 PPI: -5; esBAF inh: -15; Cneo AK release: -2

What do the screens show for `CCCc1cc(=O)oc2cc(C)cc(O)c12`?
miR122 inh: 9; Statin myotox sup: -14; ARNT TACC3 PPI: 0; esBAF inh: 5; Cneo AK release: -2

How did C[n+]1ccc(/C=C/c2ccc(Br)cc2)cc1 do in these assays?
miR122 inh: -5; Statin myotox sup: -15; ARNT TACC3 PPI: 0; esBAF inh: -2; Cneo AK release: 3

How did CC(C)NC(=O)Nc1cccc2c1O[C@H](CN(C)Cc1ccc(Cl)c(Cl)c1)[C@H](C)CN([C@@H](C)CO)C2=O do in these assays?
miR122 inh: 1[16.7 µM]; Statin myotox sup: 0; ARNT TACC3 PPI: 6; esBAF inh: 3; ERp5 inh: -4; Cneo AK release: 4; SIRT5 inh: -4

What do the screens show for `Cc1ccc(S(=O)(=O)N(C)C[C@H]2Oc3c(NC(=O)NC(C)C)cccc3C(=O)N([C@@H](C)CO)C[C@H]2C)cc1`?
miR122 inh: 4[16.7 µM]; Statin myotox sup: 17; ARNT TACC3 PPI: 2; esBAF inh: 4; ERp5 inh: -2; Cneo AK release: 49; SIRT5 inh: 0

What do the screens show for `COc1cccc(C2c3[nH]c4ccccc4c3CCN2C(=O)c2ccccc2F)c1OC` (stereo not drawn)?
miR122 inh: -2; Statin myotox sup: 19; ARNT TACC3 PPI: 10; esBAF inh: 0; ERp5 inh: 3; Cneo AK release: 0; SIRT5 inh: 5

How did COc1cccc(CNS(=O)(=O)c2cc3c4c(c2)CCN4C(=O)CC3)c1 do in these assays?
Statin myotox sup: -2; ARNT TACC3 PPI: -1; esBAF inh: -7; ERp5 inh: 11; Cneo AK release: 4; SIRT5 inh: 1

What do the screens show for `CO/N=C/c1ccc(Sc2ccc(C)cc2)c([N+](=O)[O-])c1`?
miR122 inh: 2; Statin myotox sup: 10; ARNT TACC3 PPI: 2; esBAF inh: -3; Cneo AK release: -1

Results for Cc1ccc(SCc2c(C(=O)N/N=C/C3CC=CCC3)nnn2-c2nonc2N)cc1 (stereo not drawn) ?
ARNT TACC3 PPI: 2; ERp5 inh: 7; SIRT5 inh: -4

What do the screens show for `CC1=[N+]([O-])C(C)(C)CC(C)(C)c2ccccc21`?
miR122 inh: -16; Statin myotox sup: -8; ARNT TACC3 PPI: -9; esBAF inh: -1; Cneo AK release: -1
